GLD-1 RNA inh = GLD-1/TGE RNA complex disruptors, primary screen, biochemical, fluorescence polarization | AID 2280, 2010 | hit rate 0.44% among 320,000 | purified GLD-1 + fluorescein TGE RNA | inhibition, % at 5.96 µM | Female germline-specific tumor suppressor gld-1 (Caenorhabditis elegans), Q17339;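 active = percent inhibition above a per-plate cutoff, the plate mean of test compounds plus 3 SD, cut at about 30% in these data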;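 also: 0% = DMSO wells with GLD-1 and probe and 100% = wells lacking GLD-1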
pPAFAH FP inh = pPAFAH enzyme inhibitors, primary screen, biochemical, fluorescence polarization, human. hit rate 1.5% among 330,000. AID 463082, 2010. inhibition, % at 3.39 µM. recombinant pPAFAH, FP-rhodamine probe fluorescence polarization. Platelet-activating factor acetylhydrolase (Homo sapiens), Q13093;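 active = inhibition above the mean inhibition across the screen plus 3 SD, cut at about 25% in these data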;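 also: inhibitors block binding of the rhodamine activity-based probe so polarization drops; 0% = enzyme with DMSO and 100% = wells lacking pPAFAH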
Target sequence (Q13093 whole entry, looked up): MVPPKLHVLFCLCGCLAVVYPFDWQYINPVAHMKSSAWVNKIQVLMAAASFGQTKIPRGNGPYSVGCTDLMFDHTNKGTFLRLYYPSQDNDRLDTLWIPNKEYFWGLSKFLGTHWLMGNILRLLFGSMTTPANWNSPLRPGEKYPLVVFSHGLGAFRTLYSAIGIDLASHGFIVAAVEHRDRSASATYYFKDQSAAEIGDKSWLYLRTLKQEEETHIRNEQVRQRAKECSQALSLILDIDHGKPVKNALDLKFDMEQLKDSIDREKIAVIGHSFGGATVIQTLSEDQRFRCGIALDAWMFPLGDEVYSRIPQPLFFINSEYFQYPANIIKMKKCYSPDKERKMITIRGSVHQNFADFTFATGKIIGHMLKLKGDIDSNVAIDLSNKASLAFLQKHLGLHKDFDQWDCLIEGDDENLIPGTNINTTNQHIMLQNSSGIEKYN
MCL1-BIM inh = inhibitors of MCL1 binding to BIM-BH3, primary screen, biochemical, fluorescence polarization; hit rate 0.68% among 320,000; AID 2057, 2009; inhibition, % at 10.9 µM; GST-MCL1 / FITC-Bim-BH3 fluorescence polarization;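 active = inhibition above the mean inhibition of all tested compounds plus 3 SD, set per campaign, cut at about 40% in these data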;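 also: 0% = DMSO wells and 100% = unlabeled Bim-BH3 peptide control; higher means more loss of mP so more displacement of Bim peptide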
BCLXL inh = inhibitors of human Bcl-xL, primary screen, biochemical, fluorescence polarization, HTS. Bcl-2-like protein 1 (Homo sapiens), Q07817. GST-Bcl-xL / FITC-Bim BH3 peptide fluorescence polarization. inhibition, % at 10.9 µM. hit rate 0.7% among 320,000. AID 2129, 2009;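 active = inhibition above the mean of all tested compounds plus 3 SD, cutoff set per campaign, cut at about 30% in these data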;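 also: 0% = DMSO wells and 100% = unlabeled Bim-BH3 peptide competitor; inhibitors lower millipolarization by displacing the labeled peptide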
MEX-5 binding = MEX-5 zinc finger RNA-binding disruptors – biochemical, C. elegans, fluorescence polarization, MLPCN library, primary screen; Zinc finger protein mex-5 (Caenorhabditis elegans), Q9XUB2; MEX-5/FITC-TCR2 RNA binding; hits give low values; activity score (negative = inhibition of binding), % at 10 µM; hit rate 0.38% among 300,000;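 active = inhibition past about -25% in most replicates, and total fluorescence under double the plate's negative control median, limit read from the data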;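 also: 0% = DMSO and -100% = 5 µM competing unlabeled TCR2 RNA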
PME-1 primary = PME-1 inhibitors via competitive probe labeling, primary screen, biochemical, fluorescence polarization, FP-Rh probe, HTS. recombinant PME-1. hit rate 0.53% among 320,000. inhibition, % at 5.9 µM. Protein phosphatase methylesterase 1 (Homo sapiens), Q9Y570;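 active = inhibition above the campaign mean of all compounds plus 3 SD, cut at about 26% in these data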;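 also: competitive labeling of PME-1 active site by serine hydrolase directed probe; 0% = PME-1 with DMSO and 100% = wells lacking PME-1 enzyme; inhibitors block probe labeling so polarization falls and inhibition rises; many of its hits are not listed in these tables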
Target sequence (Q9Y570 whole entry, looked up): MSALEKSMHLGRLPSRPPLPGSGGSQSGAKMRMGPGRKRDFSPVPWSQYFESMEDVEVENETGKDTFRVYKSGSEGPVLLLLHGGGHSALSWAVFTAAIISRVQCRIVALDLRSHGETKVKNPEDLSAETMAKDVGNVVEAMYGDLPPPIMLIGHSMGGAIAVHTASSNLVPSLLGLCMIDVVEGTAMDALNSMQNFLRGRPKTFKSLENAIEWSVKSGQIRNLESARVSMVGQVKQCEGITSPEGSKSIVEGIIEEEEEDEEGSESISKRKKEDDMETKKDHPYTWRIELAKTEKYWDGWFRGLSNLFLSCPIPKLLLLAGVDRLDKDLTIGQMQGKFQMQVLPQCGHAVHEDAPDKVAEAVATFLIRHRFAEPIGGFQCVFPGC
Fam108B counter = mouse Fam108B serine hydrolase inhibitors, primary screen, counter-screen for RBBP9 inhibitor project, biochemical, fluorescence polarization | AID 1947, 2009 | inhibition, % at 9.51 µM | hit rate 0.33% among 300,000 | recombinant Fam108B, FP-Rh probe fluorescence polarization;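 active = inhibition above the screen mean inhibition plus 3 SD, computed separately per campaign, cut at about 18% in these data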;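 also: inhibitors lower polarization as less probe binds the enzyme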
PAFAH1B2 FP inh = PAFAH1B2 enzyme inhibitors, primary screen, biochemical, fluorescence polarization, human; Platelet-activating factor acetylhydrolase IB subunit alpha2 (Homo sapiens), P68402; recombinant PAFAH1B2, FP-rhodamine activity probe; inhibition, % at 3.39 µM; hit rate 1.2% among 340,000; AID 492953, 2010;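 active = inhibition above the mean of all tested compounds plus 3 SD, cut at about 24% in these data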;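 also: 0% = enzyme with DMSO and 100% = wells lacking PAFAH1B2; many of its hits are not listed in these tables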
Target sequence (P68402 whole entry, looked up): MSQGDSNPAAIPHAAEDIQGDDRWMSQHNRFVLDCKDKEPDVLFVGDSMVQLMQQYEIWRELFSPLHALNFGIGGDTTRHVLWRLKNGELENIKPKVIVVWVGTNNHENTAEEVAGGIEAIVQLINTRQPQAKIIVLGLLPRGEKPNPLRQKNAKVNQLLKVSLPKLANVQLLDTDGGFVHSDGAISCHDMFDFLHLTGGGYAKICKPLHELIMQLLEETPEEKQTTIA
AHR activator = AHR activators, primary screen, cell-based, luminescence, luciferase reporter, human; hit rate 2.5% among 320,000; activation, % at 5 µM; AID 2796, 2010; AHR-responsive luciferase reporter cells; Aryl hydrocarbon receptor (Homo sapiens), P35869; in the data active = activation above about 47%;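 also: 0% = vehicle wells and 100% = reference agonist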
* = called active by the depositor; . = no result given. This is a subset, so the mix of outcomes need not match the whole.

SMILES	GLD-1 RNA inh	pPAFAH FP inh	MCL1-BIM inh	BCLXL inh	MEX-5 binding	PME-1 primary	Fam108B counter	PAFAH1B2 FP inh	AHR activator
O=C1CC2(CCCC2)C(=O)N1CN1CCN(S(=O)(=O)c2ccc(Cl)c(Cl)c2)CC1	-1	-2	0	0	.	2	.	4	1
CCC(C)(O)c1[nH]c2ccc(C(F)(F)F)cc2c1C (stereo unspecified)	0	7	3	2	0.5	5	2	7	18
CSc1cccc(NC(=S)N(Cc2ccccc2)Cc2cccnc2)c1	-5	6	4	5	-0.8	8	-1	4	6
O=C(c1ccccc1)N1CN2CN(C(=O)c3ccccc3)CC([N+](=O)[O-])(C2)C1	5	3	-4	3	-2.2	-3	-2	-2	0
O=C(NNc1nc(-c2ccccc2)cs1)c1cccs1	-1	5	-3	-1	-0.7	1	0	.	12
CC1CCCCC1NC(=O)C(C)N1C(=O)c2ccccc2C1=O (stereo unspecified)	1	4	7	12	.	8	.	-1	1
O=C(O)Cc1sc(N/N=C\c2ccccc2)nc1-c1ccccc1	-7	24	-34	-10	0.6	11	8	1	75*
CCOC(=O)CSc1nc2c(cnn2-c2ccc(C)cc2)c(=O)[nH]1	0	0	0	4	-5.5	-8	-1	-1	1
O=C(Nc1ccc2oc(-c3ccc4ccccc4c3)nc2c1)c1cccs1	8	-9	2	-5	-1.8	-4	0	0	33
CC1=CC(C)C2C(=O)N(O)C(=O)C2C1 (stereo unspecified)	1	5	4	-3	2.0	7	-1	-4	1
Cc1ccc(Cn2ncn3c(cc4ccccc43)c2=O)cc1	0	1	2	1	-0.2	3	-1	4	10
O=C(Nc1ccnn1C1CCN(CCCc2ccccc2)CC1)c1ccccc1	5	-1	0	1	0.2	-4	-1	-2	0
CCCn1c(=O)c2c(nc(Br)n2CCC)n(C)c1=O	3	-2	-3	3	1.8	4	-1	5	1
C=CCSc1nnc(-c2cc(Br)ccc2N)c(=O)[nH]1	5	0	7	7	-2.2	2	0	2	8
CCCC12CN3CCN(CC(C3)/C1=N\NC(=O)c1ccccc1N)C2	1	-6	5	2	-1.3	-9	-2	2	33
COC(=O)CCC(=O)NC(=S)Nc1ccc(S(=O)(=O)N2CCCC2)cc1	6	2	-11	-9	2.2	9	-1	-4	1
COc1cc(CCCN2C(N)=NC[C@@H]2Cc2ccccc2)cc(OC)c1OC	-4	5	-1	-4	-0.7	-2	0	-4	-5
CC(C)(C)OC(=O)N1CCC(NC(=O)c2nc[nH]c2C(=O)N2CCc3ccccc3C2)CC1	8	4	-7	2	.	-2	.	3	-1
O=C(N/N=C/c1ccccc1)c1cccc2ccccc12	-5	2	-1	3	-2.2	-3	-3	3	22
CCCc1ccc(C(=O)NNc2ccc(F)cc2)cc1	-2	-2	-4	1	1.3	-1	-2	-1	0

Reprinted at random: six records from the list, in no set order.
SMILES	GLD-1 RNA inh	pPAFAH FP inh	MCL1-BIM inh	BCLXL inh	MEX-5 binding	PME-1 primary	Fam108B counter	PAFAH1B2 FP inh	AHR activator
CCCn1c(=O)c2c(nc(Br)n2CCC)n(C)c1=O	3	-2	-3	3	1.8	4	-1	5	1
CCOC(=O)CSc1nc2c(cnn2-c2ccc(C)cc2)c(=O)[nH]1	0	0	0	4	-5.5	-8	-1	-1	1
O=C(N/N=C/c1ccccc1)c1cccc2ccccc12	-5	2	-1	3	-2.2	-3	-3	3	22
O=C(O)Cc1sc(N/N=C\c2ccccc2)nc1-c1ccccc1	-7	24	-34	-10	0.6	11	8	1	75*
Cc1ccc(Cn2ncn3c(cc4ccccc43)c2=O)cc1	0	1	2	1	-0.2	3	-1	4	10
C=CCSc1nnc(-c2cc(Br)ccc2N)c(=O)[nH]1	5	0	7	7	-2.2	2	0	2	8

(next part)
SMILES	GLD-1 RNA inh	pPAFAH FP inh	MCL1-BIM inh	BCLXL inh	MEX-5 binding	PME-1 primary	Fam108B counter	PAFAH1B2 FP inh	AHR activator
CCOC(=O)C(NC(=O)C1CCCN1C(=O)OCc1ccccc1)C(=O)OCC (stereo unspecified)	-5	1	-6	-1	2.4	2	-3	1	5
Cc1ccc2c(c1)sc1nc(=O)n(-c3cccc(Cl)c3)c(=O)n12	6	1	2	2	-1.8	4	-1	-1	2
COc1ccc([C@@H]2[C@@H]3C(=O)N(C(C)(C)C)C(=O)[C@@H]3[C@]3(Cc4ccccc4)C(=O)N(c4ccc(Br)cc4)C(=O)N23)cc1	-5	-5	0	0	0.4	-5	-12	1	3
CCOC(=O)c1csc(NC(=O)c2ccc(S(=O)(=O)N3CCCC3)cc2)n1	-3	8	-4	2	-1.1	-2	-1	1	9
Cc1ccc(Nc2nc3nonc3[nH]c2=O)cc1Cl	16	-9	7	5	-0.9	-20	-31	-5	5
Clc1cnc(N/N=C/c2ccncc2)c(Cl)c1	-2	1	7	5	-1.0	-5	-4	-3	27
CC(NC(=O)CCSc1nc(-c2ccco2)cc(C(F)(F)F)n1)c1ccccc1 (stereo unspecified)	3	2	-1	1	0.7	-4	1	0	-3
Cc1c(C(=O)c2ccccc2)oc2ccc3ccccc3c12	0	-2	-10	-7	1.6	-3	-2	2	9
COc1ccc(C(=O)NCC(=O)OCC(=O)NC(=O)c2ccc(C(C)(C)C)cc2)cc1OC	2	-2	9	-1	.	3	.	7	0
CCOC(=O)c1csc(NC(=O)C(C)(C)C)n1	1	1	4	4	0.3	-1	0	1	0
COc1ccccc1NCC(=O)NN=C1CCS(=O)(=O)c2ccc(F)cc21	-3	4	.	.	.	.	.	0	49*
CNc1[nH]ncc1[N+](=O)[O-]	0	2	-2	8	-0.9	-3	-3	2	4
O=C(COC(=O)CCNS(=O)(=O)c1ccccc1F)Nc1nnc(-c2ccccc2)o1	3	33*	-2	1	-0.6	1	0	1	8
N#CCCN1CCCN(CCC#N)CCN(CCC#N)CCCN(CCC#N)CC1	2	1	1	4	-3.8	-1	8	3	3
CCC(Sc1nc2sc(C(=O)OC)c(C)c2c(=O)n1N)C(=O)NCC1CCCO1 (stereo unspecified)	1	0	2	-3	-1.6	0	4	-5	0
O=C(CSc1ncn[nH]1)Nc1ccc(Br)cc1F	1	-1	3	6	2.1	0	1	6	-2
CCc1ccccc1Nc1nc(N)nc(COC(=O)CCC(=O)c2ccc(F)cc2)n1	-1	7	-3	-5	.	2	.	2	-1
CCOC(=O)N1CCN(C(=O)CSc2nc3c(cnn3-c3ccc(Cl)cc3)c(=O)[nH]2)CC1	-5	5	4	1	2.5	7	1	7	2
COc1ccc(NC(=O)c2cc(NC(=O)C3CCCCC3C(=O)O)ccc2N2CCOCC2)cc1 (stereo unspecified)	4	5	4	7	2.5	0	1	0	7
Nc1ccc(-n2nncc2-c2ccco2)cc1	5	8	3	5	0.3	-8	1	8	1

Continued; the last three above are carried over.
SMILES	GLD-1 RNA inh	pPAFAH FP inh	MCL1-BIM inh	BCLXL inh	MEX-5 binding	PME-1 primary	Fam108B counter	PAFAH1B2 FP inh	AHR activator
CCOC(=O)N1CCN(C(=O)CSc2nc3c(cnn3-c3ccc(Cl)cc3)c(=O)[nH]2)CC1	-5	5	4	1	2.5	7	1	7	2
COc1ccc(NC(=O)c2cc(NC(=O)C3CCCCC3C(=O)O)ccc2N2CCOCC2)cc1 (stereo unspecified)	4	5	4	7	2.5	0	1	0	7
Nc1ccc(-n2nncc2-c2ccco2)cc1	5	8	3	5	0.3	-8	1	8	1
COc1ccc(N2CCN(C(=O)Nc3ccccc3Cl)CC2)cc1	-7	-5	0	-1	-2.2	-8	-3	3	-4
C[C@H](NC(=O)c1ccco1)C(=O)N1CCN(c2ccc(C(F)(F)F)cn2)CC1	3	-2	.	.	.	.	.	-2	0
CCn1ccnc1[C@@H]1C[C@H]2CN(Cc3cccc(Cl)c3)C(=O)[C@]23CCCN13	-2	3	2	4	-1.2	-1	2	3	1
Cc1ccc(-n2nnc3c(=O)n(Cc4ccccc4C)cnc32)cc1	8	1	-4	-3	3.1	-2	0	1	-1
COc1ccc(-c2c(C)nn3c(Cl)c(C)c(C)nc23)cc1	-1	9	0	5	-0.5	5	3	-3	1
O=c1[nH]c2c(s1)C(c1cccnc1)C1C3CCC(C3)C1S2 (stereo unspecified)	5	2	0	5	-4.6	7	1	24	1
CN(CC(=O)Nc1ccc(Cl)c(S(=O)(=O)N(C)C)c1)Cc1ccccc1	-4	4	-3	-1	-1.2	5	4	12	-1
Cc1ccc(-n2c3c(cc(C(=O)NCCCN4CCOCC4)c2=O)C(=O)CC(C)(C)C3)cc1	0	2	-2	2	-1.7	0	-1	3	0
O=C(Cc1ccc(F)cc1)Nc1cccc(-c2ccc3nncn3n2)c1	-1	6	0	4	-1.1	0	1	9	14
CC(C)C(=O)Nc1ccc(C(=O)N/N=C/C2CC3C=CC2C3)cc1 (stereo unspecified)	-4	6	-4	0	2.4	1	1	3	-3
Cc1ccc(NS(=O)(=O)c2ccc(C(C)C)cc2)cc1S(=O)(=O)N1CCOCC1	0	2	.	.	.	.	.	7	0
Cc1cc(NC(=O)Cc2ccc(Br)cc2)no1	4	0	-2	2	3.2	-7	7	7	-1
CC(=O)c1cccc(NC(=S)Nc2ccn(Cc3cccc4ccccc34)n2)c1	-5	-9	-1	1	-0.6	-18	-16	-12	30
Cc1cccc(NC(=O)CC2SC(=O)N(c3ccccc3)C2=O)c1 (stereo unspecified)	-4	17	14	12	-2.7	-11	14	4	2
CCOc1ccc2ccccc2c1/C=N\NC(=O)OC	-3	-6	-2	-1	-0.9	-2	1	1	38
Cc1cccc(C)c1NC(=O)COc1ccc2c(C)c(Cc3ccccc3)c(=O)oc2c1	-3	3	11	3	-2.7	3	-1	-5	-1
O=C1CC(c2ccco2)CC(O)=C1C=NCCN1CCN(C(=O)Nc2ccc(Cl)cc2)CC1 (stereo unspecified)	-2	6	-4	0	.	-1	2	8	2
O=C(CCCN1C(=O)c2ccccc2C1=O)Nc1nccs1	-10	1	8	6	-0.9	-5	-4	4	4
CC(=O)C[C@H]1c2cc(C(F)(F)F)ccc2S(=O)(=O)N1c1ccccc1	6	6	5	0	-1.6	0	5	5	1
O=C(O)[C@H](CSCc1ccccc1)NS(=O)(=O)c1ccc(F)cc1	5	3	12	3	0.8	-6	2	18	1
